Tau fluor cs – Counterscreen qHTS for Inhibitors of Tau Fibril Formation, Fluorescence Polarization | tau K18 P301L Alexa594 fluorescence, heparin fibrillization | Potency, µM (series often up to 57.7 µM), inactives show at the top dose activity change, negative = decrease | hit rate 0.93% among 280,000 | AID 1463, 2008; note: nearly all actives have a fitted effect of over 55% in size
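Human tau K18 P301L (15 uM unlabeled, 0.24 uM Alexa 594-labeled) in 100 mM sodium acetate pH 7 with 20 uM heparin, 6 hr at 37 C. ThT 30 uM added, 1 hr ambient; Alexa 594 FP and total fluorescence read at 555/632 nm.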
Tau fibril ThT – qHTS for Inhibitors of Tau Fibril Formation, Thioflavin T Binding. Potency, µM (series often up to 57.4 µM), inactives show top-dose activity, negative = inhibition, actives largely listed as inhibitors. recombinant tau K18 P301L (four-repeat tau fragment), heparin-induced fibrillization, ThT fluorescence. hit rate 2.1% among 270,000. Microtubule-associated protein tau (Homo sapiens), P10636; note: nearly all actives have a fitted effect of over 55% in size
Target sequence (P10636 561-689 P618L limits assumed): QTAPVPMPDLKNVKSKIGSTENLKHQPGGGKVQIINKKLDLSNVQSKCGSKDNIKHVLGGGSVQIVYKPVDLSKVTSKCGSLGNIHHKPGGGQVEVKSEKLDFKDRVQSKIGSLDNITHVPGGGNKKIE
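Tau K18 P301L fragment (15 uM unlabeled plus 0.24 uM Alexa 594-labeled) in 100 mM sodium acetate pH 7 with compound, fibrillization induced by 20 uM heparin for 6 hr at 37 C. Thioflavin T (30 uM) added, fluorescence read after 1 hr (ex 450, em 510 nm).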
Tau fibril FP – qHTS for Inhibitors of Tau Fibril Formation, Fluorescence Polarization. Microtubule-associated protein tau (Homo sapiens), P10636. K18 P301L tau heparin fibrillization, Alexa594 FP, 6 h. Potency, µM (highest dose often 57.7 µM), for the others: at the top dose activity, negative = inhibition, usual class: inhibitors. hit rate 0.39% among 280,000. AID 1468, 2008; note: nearly all actives have a fitted effect of over 55% in size
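FP of Alexa 594-tau after heparin (20 uM) induction. Substrate: human K18 P301L, 15 uM unlabeled, 0.24 uM labeled. Buffer 100 mM sodium acetate pH 7. 6 hr, 37 C.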
Numbers without * were called inactive; ? = inconclusive; [ ] = another dose, or the depositor's remark. Calls come from the whole dose curve; as a rule, active = well fitted curve in the direction sought with a large enough effect; inconclusive = small, poorly fitted or top-dose-only effect, or another doubt; inactive = no such curve, though single readings can be large; an effect the other way counts as inactive or inconclusive. % is set by controls: 0 for no effect and ±100 for the full control effect; potency is the fitted concentration of half-maximal effect. Not all compounds are listed; rates above refer to the full screens.

Results follow in this order: Tau fluor cs | Tau fibril ThT | Tau fibril FP
- Cc1ccc(-n2nnnc2CNC(=O)c2ccccc2)cc1C
 : 0% | 7% | -7%
- COc1ccc2c(c1)CC(C(=O)Nc1c(C)cc(C)cc1C)CO2 (stereo not drawn)
 : -5% | -7% | -2%
- CCOc1ccccc1NC(=O)CCNS(=O)(=O)c1ccc2c(c1)CCN2C(=O)C1CC1
 : -10% | -4% | -5%
- N#Cc1ccccc1NS(=O)(=O)c1ccc(N2CCCCS2(=O)=O)cc1
 : 18% | 11% | 5%
- CCCCOc1ccc(C(=O)NCCc2csc(-c3cccc(F)c3)n2)cc1
 : -5% | -17% | 18%
- COc1ccc(OC)c(/C=C/c2nc3ccccc3c(=O)n2-c2ccc(F)c(Cl)c2)c1
 : -10% | 14% | 3%
- Cc1ccc(C(=O)c2sc(Nc3ccccc3)c(S(=O)(=O)c3ccccc3)c2N)c(C)c1
 : -6% | -8% | -10%
- Cc1ccc(C)c(N2CCN(S(=O)(=O)c3ccc(C(=O)N(C)C)s3)CC2)c1
 : -16% | -13% | 5%
- COc1ccccc1OCCCSc1nc(-c2ccc(C(C)(C)C)cc2)nc2cc(=O)[nH]n12
 : -9% | -13% | -1%
- COc1ccc(-c2nc3sc(CCNC(=O)C(=O)Nc4cccc(NC(C)=O)c4)c(C)n3n2)cc1
 : -24% | ? | ?
- O=C(NCCc1csc2nc(-c3ccc(F)cc3)nn12)c1cccc(C(F)(F)F)c1
 : ? | -5% | -11%
- CN(C(=O)c1cc2c(=O)n3ccccc3nc2n1C)c1ccccc1
 : -22% | -14% | 2%
- COc1cc2c(cc1OC)C(COc1ccccc1OC)N(C(=O)c1ccc(S(=O)(=O)N3CCCC3)cc1)CC2 (stereo not drawn)
 : -7% | -2% | 9%
- CC1=C(c2ccc(C)c(C)c2)S(=O)(=O)N=C1N1CCC(C(=O)NCCc2ccc(Cl)cc2)CC1
 : -15% | ? | -6%
- Cc1ccc(Cl)cc1N1CCN(C(=O)Cc2c(C(=O)O)c(C)cn2C)CC1
 : 13% | 5% | 2%
- Cc1cn2c(=O)cc(COC(=O)c3cccc(NC(=O)COc4ccccc4Cl)c3)nc2s1
 : -6% | ? | -5%
- COc1cccc(NC(=O)c2c(-c3ccc(C)cc3)nnc3ccccc23)c1
 : -7% | 3% | -7%
- CCc1ccc(CNC(=O)CN2C(=O)C3CCCCN3c3ccc(C(=O)N4CCCC4)cc32)cc1 (stereo not drawn)
 : -6% | -12% | -3%
- COc1cc(-c2noc(-c3cc4cccc(C)c4oc3=O)n2)cc(OC)c1OC
 : -1% | -8% | 5%
- CCc1ccc(S(=O)(=O)c2cn(C)c3cc(N4CCOCC4)c(F)cc3c2=O)cc1
 : 1% | 5% | -17%

Other records:
Results follow in this order: Tau fluor cs | Tau fibril ThT | Tau fibril FP
- Cc1nc2ccn(Cc3cccnc3)c(=O)c2cc1C(=O)NCc1ccccc1
 : -1% | 0% | 6%
- COCCn1ccc2c(OCC(=O)NCc3ccc(F)cc3)cccc2c1=O
 : -6% | -7% | -6%
- CCc1nn2c(=O)cc(COC(=O)c3cccs3)nc2s1
 : 6% | -10% | 2%
- COCCCN1CCc2nc(SCC(=O)Nc3ccc(C)c(Cl)c3)[nH]c(=O)c2C1
 : -20% | -14% | 4%
- O=C(CSc1n[nH]c(-c2ccc(F)cc2)n1)NCc1ccccc1Cl
 : -19% | -8% | -13%
- CCc1ccccc1NC(=O)C1CCN(S(=O)(=O)c2cn(C)cn2)CC1
 : -3% | -5% | 0%
- CCc1ccc(NC(=O)CSc2ccc(-c3cccs3)nn2)cc1
 : 3% | 9% | -7%
- CCOc1ccccc1CNCc1c(C(=O)O)n(Cc2ccccc2)c2cc(OC)ccc12
 : -2% | -1% | 0%
- O=C(Nc1ccc2nc(SCC(=O)N3CCCc4ccccc43)sc2c1)c1cccc(Cl)c1
 : -20% | 4% | ?
- COc1ccc(NC(=O)CC2C(=O)N(c3cccc(OC)c3)C(=O)N2Cc2cccnc2)cc1 (stereo not drawn)
 : 4% | 7% | 6%
- CCOc1cccc2sc(N3CCN(C(=O)c4ccco4)CC3)nc12
 : -11% | ? | -8%
- Cc1ccc(/C=C/c2onc(C)c2S(=O)(=O)N2CCC(C(=O)NCC(C)c3ccccc3)CC2)cc1 (stereo not drawn)
 : 2% | 13% | -6%
- CCOC(=O)c1cccc(NC(=O)c2cc(S(=O)(=O)N3CCCC(C)C3)cn2C)c1 (stereo not drawn)
 : -12% | 4% | -1%
- CC(C)N(C(=O)Cn1cc(S(=O)(=O)Cc2ccc(Br)cc2)c2ccccc21)C(C)C
 : 3% | 13% | 0%
- CCOC(=O)C1CCN(C(=O)CCS(=O)(=O)c2cc3c(cc2Cl)NC(=O)CO3)CC1
 : -24% | -13% | -3%
- CCOC(=O)Cn1c(C2CC(=O)N(c3ccc(C)cc3)C2)nc2ccccc21 (stereo not drawn)
 : -16% | -18% | 10%
- CCOc1cc(C(=O)NCCc2csc3nc(-c4ccc(C)cc4)nn23)cc(OCC)c1OCC
 : -12% | 11% | 2%
- Cc1cccc(NC(=O)CSc2cn(CC(=O)N3CCOCC3)c3ccccc23)c1
 : 1% | 16% | 3%
- O=C(NCCc1ccc(Cl)cc1)C1COc2ccccc2C1 (stereo not drawn)
 : -3% | -10% | -5%
- Cc1nn(S(=O)(=O)c2ccc(C(C)C)cc2)c(C)c1S(=O)(=O)N1CCCCCC1
 : -4% | 0% | -12%

Continuation.
Results follow in this order: Tau fluor cs | Tau fibril ThT | Tau fibril FP
- O=C(Cn1cc(S(=O)(=O)N2CCCC2)c(S(=O)(=O)N2CCCC2)c1)Nc1cccc(F)c1
 : -10% | 2% | -9%
- Cc1ccc(N2CC(C(=O)NCCS(=O)(=O)N3CCN(c4ccccc4F)CC3)CC2=O)cc1 (stereo not drawn)
 : 3% | 3% | -1%
- COC(=O)c1sc2cccc(F)c2c1S(=O)(=O)NC(C)c1ccccc1 (stereo not drawn)
 : -5% | -3% | -4%
- CCOC(=O)c1ccc2c(c1)N(Cc1cc(C)ccc1C)C(=O)c1ccccc1S2(=O)=O
 : -19% | 5% | -10%
- CCn1ccc2c(OCC(=O)NCc3ccc(C)cc3)cccc2c1=O
 : -12% | -7% | -6%
- CC1=C(C(N)=O)C(c2ccc(F)cc2)n2nc(-c3ccccc3Cl)nc2N1 (stereo not drawn)
 : -1% | -3% | -5%
- CCOC(=O)c1ccccc1NC(=O)COc1ccccc1-c1nnc(-c2ccccc2)o1
 : -17% | -14% | 6%
- CCOC(=O)c1c(C)[nH]c(CCC(=O)NCc2cccc(C)c2)c1C
 : -14% | -9% | 10%
- CC1CCCCN1CCCNC(=O)c1cc(Sc2ccc(Cl)cc2)nc2ccccc12 (stereo not drawn)
 : ? | -18% | -3%
- CSc1ccc(CCNc2ncnc3onc(C)c23)cc1
 : -8% | 2% | -10%
- CCc1ccc(NC(=O)CSC2=Nc3ccccc3C3=NC(CCC(=O)NCCc4ccccc4)C(=O)N23)cc1 (stereo not drawn)
 : -6% | 6% | ?
- CCOc1ccc(NC(=O)CN2CCN(S(=O)(=O)c3ccc(OC)cc3)CC2)cc1
 : -18% | -6% | 2%
- COc1ccccc1C(=O)Nc1cccc(OCc2cc(=O)n3ccccc3n2)c1
 : -13% | -18% | -10%
- Cc1cccc(NC(=O)CSc2nccn2Cc2ccc(F)cc2)c1C
 : -13% | -4% | -3%
- O=C(CSc1nc2c([nH]c3ccccc32)c(=O)n1-c1ccccc1)N1CCCc2ccccc21
 : 15% | 11% | 11%
- CCOC(=O)c1c(S(=O)(=O)N2CCCC(C(=O)Nc3ccc(C)cc3C)C2)c(C)n(CC)c1C (stereo not drawn)
 : -12% | -4% | -9%
- COc1cccc(NC(=O)CSc2nc(=O)n(Cc3ccccn3)c3c2CCC3)c1
 : -2% | -1% | -5%
- COc1cc(NC(=O)CCn2nc(C)cc2C)cc(OC)c1OC
 : -9% | -7% | -4%
- CSc1nn(CC(=O)Nc2ccccc2F)c(N)c1S(=O)(=O)c1ccccc1
 : -14% | 4% | -2%
- CCC(CC)C(=O)Nc1cccc(-c2nc3cccnc3s2)c1C
 : -1% | -6% | -7%

Following part
Results follow in this order: Tau fluor cs | Tau fibril ThT | Tau fibril FP
- COc1ccccc1-c1noc(-c2ccc(NCc3ccccc3)c([N+](=O)[O-])c2)n1
 : 0% | -4% | -5%
- CC(C)CCNC(=O)C1CCC(Cn2c(=O)c3sccc3n(CC(=O)NC(C)C)c2=O)CC1 (stereo not drawn)
 : 7% | 7% | 3%
- Cc1ccc(N2CCN(S(=O)(=O)c3nnc(NC(=O)c4cccc(F)c4)s3)CC2)cc1
 : -10% | ? | -1%
- O=C1c2oc3ccccc3c(=O)c2C(c2ccc(Br)cc2)N1c1ccccn1 (stereo not drawn)
 : -1% | 5% | -2%
- O=C(Nc1ccccc1C(F)(F)F)c1cc2ccccn2n1
 : -12% | -11% | -4%
- CCCCNC(=O)C1CCN(C(=O)N2CC(C)Oc3ccc(Cl)cc32)CC1 (stereo not drawn)
 : -5% | -16% | 7%
- CCc1ccc(S(=O)(=O)c2nnn3c2nc(NCCc2ccccc2)c2sccc23)cc1
 : ? | 14% | ?
- COc1ccc(CCNC(=O)c2nn(C)c3c2CSc2ccccc2-3)cc1OC
 : 10µM*[quencher] | -15% | ?
- O=C(NCc1ccc2c(c1)CCN2C(=O)c1ccc(Cl)cc1)c1ccco1
 : -21% | -16% | -3%
- Cc1cc(O)c(C(c2cccc(F)c2)N2CCN(c3ccccc3)CC2)c(=O)n1Cc1ccco1 (stereo not drawn)
 : 2% | ? | ?
- CC1=C(c2ccc(Cl)cc2)S(=O)(=O)N=C1N1CCN(c2cccc(C)c2C)CC1
 : -9% | -15% | 0%
- CC(=O)Nc1cccc(NC(=O)CSc2ccc(-c3sc(-c4ccccc4)nc3C)nn2)c1
 : ? | ? | -12%
- CCn1c(=O)c(=O)n(CC)c2cc(N3CCCCC3)c(NC(=O)c3ccc(Cl)cc3)cc21
 : -16% | ? | -4%
- CCN(Cc1ccccc1)S(=O)(=O)c1ccc2c(c1)CCCN2C(C)=O
 : -10% | -1% | 1%
- Cc1cc(C)c(NC(=O)CSc2nnc3[nH]c(=O)cc(C)n23)c(C)c1
 : -7% | -10% | -5%
- Cc1cccc(-n2nnc(-c3nc(-c4cccs4)no3)c2N)c1
 : -1% | -1% | -4%
- O=S1(=O)c2ccccc2N(Cc2cccc(F)c2)c2ccccc21
 : -14% | -1% | -11%
- CCN(CC)C(=O)Cn1c(=O)cc(C)c2c(C)nn(C)c21
 : 5% | 1% | -5%
- COc1ccc(OC)c(NC(=O)C(C)n2c(=O)cc(C)c3c(C)nn(-c4ccccc4)c32)c1 (stereo not drawn)
 : -20% | -1% | -13%
- CCCC(=O)OCc1cnc(C)c2oc(=O)c(C(=O)Nc3ccc(F)cc3C)cc12
 : -9% | -9% | -2%

Next part:
Results follow in this order: Tau fluor cs | Tau fibril ThT | Tau fibril FP
- COc1ccc(CNC(=O)C2CCN(S(=O)(=O)c3cn(C)cn3)CC2)cc1
 : 10% | 7% | -3%
- CCNC(=O)C1CCCN(c2nnc(C)c3c(C)n(-c4ccc(C)cc4)nc23)C1 (stereo not drawn)
 : 9% | ? | 6%
- CCN(c1ccccc1)S(=O)(=O)c1ccc(F)c(C(=O)Nc2ccc(C)cc2)c1
 : -24% | 5% | -9%
- COc1ccc(NC(=O)Cn2nc(C)c3nn(-c4ccc(Cl)cc4)c(C)c3c2=O)cc1
 : -21% | ? | -9%
- COc1cc(OC)c(NC(=O)CCCn2nc(C)c3sc4ccccc4c3c2=O)cc1Cl
 : ? | ? | 1%
- CSc1ncc(C(=O)Nc2cc(C)cc(C)c2)c(-c2ccccc2)n1
 : 1% | 2% | 0%
- COc1ccc(NC(=O)Cn2c(=O)ccc3cc(S(=O)(=O)N4CCCC4)ccc32)cc1Cl
 : ? | 9% | ?

Among those listed so far, 6 have an NH in an aromatic ring:
Results follow in this order: Tau fluor cs | Tau fibril ThT | Tau fibril FP
- COc1ccccc1OCCCSc1nc(-c2ccc(C(C)(C)C)cc2)nc2cc(=O)[nH]n12
 : -9% | -13% | -1%
- COCCCN1CCc2nc(SCC(=O)Nc3ccc(C)c(Cl)c3)[nH]c(=O)c2C1
 : -20% | -14% | 4%
- O=C(CSc1n[nH]c(-c2ccc(F)cc2)n1)NCc1ccccc1Cl
 : -19% | -8% | -13%
- CCOC(=O)c1c(C)[nH]c(CCC(=O)NCc2cccc(C)c2)c1C
 : -14% | -9% | 10%
- O=C(CSc1nc2c([nH]c3ccccc32)c(=O)n1-c1ccccc1)N1CCCc2ccccc21
 : 15% | 11% | 11%
- Cc1cc(C)c(NC(=O)CSc2nnc3[nH]c(=O)cc(C)n23)c(C)c1
 : -7% | -10% | -5%

Screens deposited in PubChem BioAssay by National Center for Advancing Translational Sciences (NCATS).
